Source: PubChem (Southern Research Specialized Biocontainment Screening Center)
M. tuberculosis HTS: M. tuberculosis growth inhibition, HTS (AID 449762) | M. tuberculosis H37Rv growth inhibition, 7H9 media; higher % means a stronger effect | inhibition, % at 25 µM, or IC50 in µM where a hit was titrated | actives 0.59% (n = 330,000); in the data active = a potency from the dose series; inconclusive = inhibition above about 70% without an active follow-up result;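 also: bacterial growth assessed after seven days of incubation; strong numbers were not always called active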
influenza NS1A: H1N1 influenza NS1A inhibitors, functional cell based assay (AID 504329); inhibition, % at 12.5 µM; hits with a dose series show IC50 in µM; NS1A functional cell-based assay, percent inhibition; higher % means a stronger effect; actives 0.3% (n = 340,000); in the data active = a potency from the dose series; inconclusive = inhibition above about 27% without an active follow-up result; also: strong numbers were not always called active
tuberculosis growth: growth inhibition of non-replicating M. tuberculosis (AID 488890). actives 0.39% (n = 320,000). one-dose inhibition, % at 25 µM; IC50 in µM for titrated hits. Mycobacterium tuberculosis non-replicating, growth inhibition; higher % means a stronger effect; in the data active = a potency from the dose series; inconclusive = inhibition mostly from about 82% at the one dose, without a potency; inactive = the rest, 99 in 100 with inhibition below about 76%;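 also: plate controls were DMSO cells for no effect and high antibiotic wells for full effect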
PhoP GFP inhibition: PhoP regulon inhibitors, Salmonella typhi PhoP promoter GFP reporter, confirmatory (AID 1850); one-dose inhibition, % at 50 µM; IC50 in µM for titrated hits; actives 0.33% (n = 310,000); Salmonella Typhi PhoP-promoter GFP reporter, fluorescence, 4 h; higher % means a stronger effect; in the data active = a potency from the dose series; inconclusive = inhibition mostly from about 25% at the one dose, without a potency; inactive = the rest, 99 in 100 with inhibition below about 19%;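 also: 0% = induced wells with vehicle and 100% = uninduced wells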
VEEV TC-83 Vero: inhibitors of VEEV TC-83 cytopathic effect, confirmation, Vero cells (AID 588727); inhibition, % at 20 µM; hits with a dose series show IC50 in µM; Vero cells, VEEV TC-83 cytopathic effect inhibition; higher % means a stronger effect; actives 0.13% (n = 350,000); in the data active = a potency from the dose series; inconclusive = inhibition mostly from about 14% at the one dose, without a potency; inactive = the rest, 99 in 100 with inhibition below about 12%; also: strong numbers were not always called active
VEEV TC-83 Vero 10K pilot screen: further read-out of VEEV TC-83 Vero, marked with its call; inhibition, %; measured here: 10K pilot screen inhibition
* hit, by the source's call; i = inactive; ? = inconclusive; · = not tested or not shown. Rows are unselected; any-hit rate near 1.4%.

SMILES	M. tuberculosis HTS	influenza NS1A	tuberculosis growth	PhoP GFP inhibition	VEEV TC-83 Vero	others
COC(=O)c1ccc(C2c3c(oc4ccccc4c3=O)C(=O)N2CCCN2CCOCC2)cc1 (configuration not stated)	-1%	3%	14%	9%	2.8%
O=C(COC(=O)CNC(=O)c1ccccc1F)NC12CC3CC(CC(C3)C1)C2	-7%	-2%	-4%	·	1.3%
O=C(Nc1cc(Cl)cc(Cl)c1)c1coc(=O)c(Br)c1	-1%	-18%	4%	14%	0.2%
Cc1ccc(-n2ncc3c(=O)n(CC(=O)OCc4ccccc4)cnc32)cc1	-2%	-15%	-1%	1%	i
CN1CCN(C(=O)C2(NC(=O)NCc3ccccc3)CCCCC2)CC1	-4%	5%	-18%	6%	0.6%
Cc1nn(-c2ccccc2)c(N2CCCC2)c1/C=N/NC(=O)c1cc2ccccc2cc1O	-5%	3%	30%	-8%	12%
CCCCS/C(=C(/C#N)C(N)=O)c1cc2c([nH]1)CCCC2	7%	15%	37%	1%	5.2%
COc1ccccc1CC(=O)Nc1ccccc1C(=O)O	4%	0%	6%	-9%	1.1%
NC(=S)N/N=C/c1coc2ccc(F)cc2c1=O	-3%	·	5%	4%	3.4%
CCC(C(=O)O)n1c2ccccc2c2cn[nH]c(=O)c21 (configuration not stated)	7%	0%	-4%	-7%	1.2%
Cc1cccc(C)c1NC(=O)COC(=O)CCC(=O)c1cccs1	3%	-15%	6%	-19%	0.0%
C=CCC[C@@H](Cc1ccc(F)cc1)C(=O)OC[C@@H](Cc1c[nH]c2ccccc12)NC(=O)[C@@H](CC=C)CC(=O)N[C@@H](CO)Cc1ccccc1	-4%	-8%	17%	·	i
CC(=O)N1CCN(c2ccc([N+](=O)[O-])cc2C=C2C(=O)NC(=O)NC2=O)CC1	4%	-8%	-12%	8%	1.6%
Cc1ccc(C)c(-n2c(-c3ccco3)n[nH]c2=S)c1	28%	-19%	10%	-1%	1.6%
Nc1ccc2nc3c(=O)n(CCc4ccccc4)c(=O)[nH]c3nc2c1	1%	·	8%	-48%	?
COc1cc(C(=S)N2CCOCC2)cc(OC)c1OC	-12%	-1%	-6%	5%	i
CCOc1ccc(/C=N/NC(=O)c2[nH]c3ccc(C)cc3c2C)cc1	1%	-15%	11%	6%	2.4%
CCCNc1nc2ccccc2c(=O)[nH]1	-9%	-7%	1%	-3%	2.2%
CCN1CCN(C(CNC(=O)c2ccc3c(c2)OCO3)c2cccnc2)CC1 (configuration not stated)	-3%	-18%	-2%	1%	0.6%
CCOC(=O)c1sc(NC(=O)C2CC2)cc1C	-10%	-5%	·	-16%	2.1%
Cc1ccc(CNC(=O)c2ccccc2NC(=O)C2=CSCCO2)cc1	1%	3%	4%	4%	9.5%
COc1ccccc1N1CCN(Cc2ccc(Br)s2)CC1	-1%	2%	-5%	-9%	i
Cc1cccc(NC(=S)NNc2cccc(Cl)c2)c1	5%	18%	?	-5%	4.6%
COc1cccc(C(=O)Nc2ccc(F)cc2F)c1	-10%	1%	6%	0%	5.2%
COc1ccc(Cl)cc1N1C(=O)/C(=C\c2sccc2C)N=C1SCC(=O)NC1CC1	-11%	25%	19%	-6%	2.9%
Cc1nnc(SCC(=O)N2CC(=O)Nc3ccccc32)n1-c1ccccc1	-7%	3%	1%	-5%	0.7%
COC(=O)c1cccc(CSC(=S)N2CCCC2)c1	-5%	-7%	53%	3%	3.8%
Cc1ccccc1NC(=O)NC(N)=O	-3%	2%	9%	-5%	1.8%
Cc1c(C)c2c(OCC(=O)NCc3cccnc3)cc3c(c2oc1=O)CCC(C)(C)O3	-5%	-6%	-9%	-5%	0.1%
Cc1ccc(C(=O)O)cc1N1CCCC1=O	5%	-6%	26%	-13%	0.5%
C=CCn1nc2ccccc2c1OCCO	-9%	2%	-11%	-8%	0.2%
CO/C=C\C=C/c1nnn(-c2ccc(Cl)cc2)n1	?	14%	?	3%	0.8%
CC(C)c1ccc(S(=O)(=O)N2CCN(C(=O)CN3C(=O)c4ccccc4C3=O)CC2)cc1	-1%	3%	-1%	·	1.8%
CCN1CCN(c2cc(C)c3cc(NC(=O)CCC(=O)Nc4ccc(OC)c(OC)c4)ccc3n2)CC1	3%	-4%	-5%	-4%	i
Cc1ccc(OCC(=O)NC(=S)Nc2cccc(NC(=O)c3ccccc3Cl)c2)cc1	5%	-7%	-3%	-8%	i
O=C(COc1ccccc1[N+](=O)[O-])Nc1ccc2c(c1)OCO2	2%	-2%	2%	5%	0.8%

Continued, starting with the last three of the part before.
SMILES	M. tuberculosis HTS	influenza NS1A	tuberculosis growth	PhoP GFP inhibition	VEEV TC-83 Vero	others
CCN1CCN(c2cc(C)c3cc(NC(=O)CCC(=O)Nc4ccc(OC)c(OC)c4)ccc3n2)CC1	3%	-4%	-5%	-4%	i
Cc1ccc(OCC(=O)NC(=S)Nc2cccc(NC(=O)c3ccccc3Cl)c2)cc1	5%	-7%	-3%	-8%	i
O=C(COc1ccccc1[N+](=O)[O-])Nc1ccc2c(c1)OCO2	2%	-2%	2%	5%	0.8%
COc1ccccc1NC(=O)CSc1nnc(CNC(=O)c2ccco2)o1	-4%	3%	-17%	-1%	0.7%	VEEV TC-83 Vero 10K pilot screen=0.5
COc1ccccc1-c1cc(C(=O)N2CCCCC2)no1	1%	23%	5%	-8%	5.5%
Cc1[nH]c2ccc(F)cc2c1CCN(Cc1cccnc1)C(=S)Nc1cccc(F)c1	26%	-14%	19%	7%	2.6%
CCCC(=NC(C)CC)C1=C(O)CC(c2ccccc2)CC1=O (configuration not stated)	6%	10%	15%	4%	1.1%
CC(C)(C)c1ccc(O)c(N=Cc2cc3c(cc2[N+](=O)[O-])OCO3)c1	0%	-2%	70%	4%	3.5%
CC(C)(C)S(=O)N1Cc2ccc(CO)cc2[C@H]1CCO (some centres not stated)	·	-16%	·	·	0.4%
Cc1ccc(-c2nnn(CC(=O)N(c3cccc(O)c3)C(C(=O)NC(C)(C)C)c3cccs3)n2)o1 (configuration not stated)	-1%	20%	-7%	1%	1.6%
Nc1ccc2nc(-c3cc(Cl)c(N)c(Cl)c3)[nH]c2c1	-2%	3%	20%	4%	6.9%
Oc1cccc(C2c3[nH]c4ccccc4c3CCN2Cc2ccoc2)c1 (configuration not stated)	8%	0%	24%	-9%	4.5%
Clc1ccc(/C=C/c2ncc[nH]2)c(Cl)c1	0%	11%	20%	38µM*	0.5%
Nc1cccc(-c2cc(-c3ccccc3)nc(-c3cccc(N)c3)n2)c1	-4%	25%	0%	-17%	3.2%
COC(=O)c1ccc(OCC(O)CN2CCc3cc(OC)c(OC)cc3C2c2ccccc2)cc1 (configuration not stated)	64%	7%	40%	14%	6.4%
CN(C)CC(C(=O)c1ccccc1)c1ccccc1 (configuration not stated)	?	-10%	2.8µM*	14%	?
Oc1cc(O)cc(/C=C/c2ccc(O)c(O)c2)c1	6%	9%	-18%	6%	i
COC(=O)c1cn(NC(=O)c2cccc(N(C)C)c2)c(=O)c2ccccc12	-4%	4%	17%	6%	8.0%	VEEV TC-83 Vero 10K pilot screen=4.3
CC1CCN(C(=O)c2ccc3c(=O)n4c(nc3c2)CCCCC4)CC1	-6%	0%	-12%	6%	1.2%
Cc1ccc(C(=O)Nc2ccc(C(=O)N/N=C/c3c[nH]c4ccccc34)cc2)cc1	4%	9%	-16%	0%	12%
O=S(=O)(Cc1ccccc1Cl)NCCOc1ccccc1	0%	-2%	4%	5%	i	VEEV TC-83 Vero 10K pilot screen=0.9
CCCN(C(=O)c1ccc(N(C)S(=O)(=O)c2ccc(C)cc2)cc1)C1CCS(=O)(=O)C1 (configuration not stated)	1%	1%	-11%	-4%	1.4%
COC(=O)c1c(-c2ccccc2Cl)noc1-c1cnc(N)nc1C(F)(F)F	-7%	0%	-2%	-8%	1.2%
CCCc1[nH]nc2c1C(c1cc(OC)ccc1F)C(C#N)=C(N)O2 (configuration not stated)	1%	-2%	-5%	-9%	i	VEEV TC-83 Vero 10K pilot screen=4.4
Cc1cccc(O)c1C	1%	5%	13%	·	i
CC(Oc1ccc(F)cc1)C(=O)N(Cc1ccccc1)c1c(N)n(Cc2ccccc2)c(=O)[nH]c1=O (configuration not stated)	-3%	-12%	20%	0%	9.3%
Cc1ccc(-c2nc(Nc3cccc(C)c3)sc2CC(=O)O)cc1	-11%	7%	?	1%	7.5%
CCOc1ccc(NC(=S)NC(=O)Cc2ccccc2)cc1	?	-4%	66%	4%	1.1%
COc1ccc(Cl)cc1NC(=S)N1CCN(C(=O)C2CCCO2)CC1 (configuration not stated)	5%	-17%	4%	1%	0.6%
CCc1cccc(CC)c1C(OC(C)=O)c1cccnc1 (configuration not stated)	2%	-1%	20%	7%	0.7%
O=C(NC(=S)N1CCCC1)c1cccc([N+](=O)[O-])c1	?	-8%	-6%	-6%	i
CCOCCc1nnc(NC(=O)COC)s1	-8%	-2%	-11%	-11%	i
Clc1ccc2nnnc(-c3ccccc3)c2c1	4%	-5%	61%	-8%	9.7µM*
CC(C)=CCC(C)(C)/C=N/NC(N)=O	9%	-14%	-1%	-7%	0.3%
CC(C)CC(C(=O)Nc1ccc2c(c1)OCCO2)N1C(=O)c2ccccc2C1=O (configuration not stated)	2%	-2%	7%	23%	0.9%
CCCCc1ccc(-n2c(Cc3cccs3)n[nH]c2=S)cc1	10%	-4%	4%	-5%	i
O=C(c1ccco1)N1CCN(C(=O)c2cc(-c3ccccc3)nc3ccccc23)CC1	1%	11%	6%	-11%	7.0%
CCc1cc(=O)oc2cc3occ(-c4ccc(OC)c(F)c4)c3cc12	5%	1%	5%	0%	3.7%
COc1ccccc1NCC(=O)N/N=C/c1c(O)ccc2ccccc12	3%	3%	12%	-23%	?

Copied from the results shown for reference:
SMILES	M. tuberculosis HTS	influenza NS1A	tuberculosis growth	PhoP GFP inhibition	VEEV TC-83 Vero	others
CCc1cc(=O)oc2cc3occ(-c4ccc(OC)c(F)c4)c3cc12	5%	1%	5%	0%	3.7%
COc1ccccc1NCC(=O)N/N=C/c1c(O)ccc2ccccc12	3%	3%	12%	-23%	?

Other results.
SMILES	M. tuberculosis HTS	influenza NS1A	tuberculosis growth	PhoP GFP inhibition	VEEV TC-83 Vero	others
CCC(C)[C@H](NC(=O)C1(c2ccccc2)CCN(C(=O)OC(C)(C)C)CC1)C(=O)N[C@@H](C(=O)O)c1ccccc1 (some centres not stated)	-9%	1%	-10%	9%	0.2%
COc1ccccc1C(=O)Nc1ccccc1C(=O)N1C(C)CCCC1C (configuration not stated)	-5%	3%	-3%	-8%	i
O=C(CN1C(=O)CC(c2ccccc2)=Nc2ccccc21)NCc1ccco1	-10%	4%	1%	-12%	i
CS(=O)(=O)N(Cc1cc2ccccc2[nH]c1=O)C1CCCCC1	-1%	-1%	8%	1%	1.3%
CN1CCC(=NNC(=O)CN(c2cccc(Br)c2)S(C)(=O)=O)CC1	-1%	7%	16%	7%	0.1%
CCCCCC(=O)NC(=S)Nc1ccc(NC(=O)c2ccco2)cc1	66%	-2%	?	-1%	1.5%
CCOCCCNc1ccc(N2C(=O)C3CCCCC3C2=O)cc1[N+](=O)[O-] (configuration not stated)	-8%	18%	4%	-4%	0.9%
Cc1nc(NC(=O)/C=C/c2ccc(C(C)(C)C)cc2)sc1C(=O)N(C)C	-5%	-2%	-4%	-3%	1.5%
CCCCn1c(N)c(N(CCOC)C(=O)CSCc2ccc(C)cc2)c(=O)[nH]c1=O	-5%	-1%	-3%	2%	8.0%
CCOC(=O)Cc1csc(SCC(=O)Nc2ccc3[nH]c(=O)[nH]c3c2)n1	-4%	-2%	-13%	·	9.2%
COC(=O)c1cc(-c2c(C)oc3cc(OC(C)C)ccc3c2=O)c(C)o1	10%	-3%	30%	-4%	i
O=C(COC(=O)/C=C/c1ccccc1Cl)NCc1ccccc1	-1%	0%	23%	2%	i
COc1cccc(C(C[N+](=O)[O-])c2c(C)[nH]n(-c3ccccc3)c2=O)c1 (configuration not stated)	?	2%	71%	-26%	i
CC(NC(=O)[C@@H](NC(=O)[C@@H]1Cc2ccccc2CN1)C(C)C)c1ccccc1 (some centres not stated)	-3%	4%	6%	-2%	0.8%
Nc1ccc(S(=O)(=O)Nc2nccc(/C=C/c3ccc(Cl)cc3Cl)n2)cc1	-1%	-5%	4%	6%	i
CS(=O)(=O)c1ccc(Cl)c(NC(=O)CCl)c1	?	4%	?	-4%	?
COc1ccc(N2CC(O)(c3ccc(F)cc3)[N+]3=C2CCCC3)cc1 (configuration not stated)	-3%	-3%	-5%	6%	1.9%
Cc1cccc2c1NC(=O)C2=O	·	-3%	·	·	2.6%
